Autofluor 339: intrinsic fluorescence of library compounds, ex339/em460 – biochemical, MLSMR library, data from DPM-DC assay, artefact control, profiling panel | 65,000 tested, 5.5% active | compound autofluorescence, ex339/em460 nm, NADH buffer; stronger effect = higher value; 1 = no-compound wells, NADH background | fluorescence fold increase at 10 µM | AID 709;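 active = at 10 µM, mean starting fluorescence two-fold or more over control wells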;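 note: signal is the first read of a kinetic run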
PKA kinase inh: inhibitors of human protein kinase A | P17612 | PKA Kemptide phosphorylation, Kinase-Glo ATP luminescence | inhibition, % at 6 µM | 65,000 tested, 0.1% active | AID 524;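 active = inhibition above the screen-wide mean inhibition plus 3 SD, cut at about 21% in these data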; note: many of its hits are not listed in these tables
JNK3 inh: inhibitors of human JNK3 kinase | purified JNK3 kinase activity, HTS | inhibition, % at 8 µM | 60,000 tested, 0.61% active | AID 746; in the data active = inhibition above about 17%;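 note: 0% = DMSO and 100% = reference inhibitor; many of its hits are not listed in these tables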
Abs 340nm: compounds absorbing at 340 nm. compound absorbance at 340 nm, fold over control. fold change at 10 µM. 65,000 tested, under 10 active. AID 708;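 active = at 10 µM dose, initial 340 nm absorbance at least 2 fold that of control wells; inactive = change under 2 fold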;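 note: initial absorbance extrapolated from kinetic A340 decline of NADH oxidation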
DUSP1 inh: human dual specificity phosphatase 1 inhibition; recombinant MKP-1, OMFP hydrolysis fluorescence; inhibition, %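 (compounds tested at a single concentration somewhere between 10 and 100 µM)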; 65,000 tested, 0.15% active;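 active = inhibition above about 50%, limit read from the data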;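 note: 0% = DMSO max control wells and 100% = wells with enzyme stopped by NaOH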
Cdc25B inh: inhibitors of human Cdc25B phosphatase; inhibition, %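 (compounds tested at 10 µM final in the well)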; P30305; 65,000 tested, 0.1% active; recombinant Cdc25B, OMFP fluorescence Ex485/Em525; in the data active = inhibition above about 50%
Hsp90 block: displaces geldanamycin probe from tumor Hsp90; inhibition, % at 30 µM; AID 429; P07900; 64,000 tested, 0.35% active; NCI-N417 lysate Hsp90, Cy3B-geldanamycin FP displacement;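 active = inhibition above 50%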;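 note: 0% = tracer plus lysate wells and 100% = tracer alone without lysate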
Her2 expr inh: lowers expression of human Her2 kinase; P04626; SKBR-3 HER2 protein level, AlphaScreen, 18-24 h; stronger effect = lower value; HER2 level % of control, % at 10 µM; 65,000 tested, 0.69% active; AID 645;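 active = HER2 level under 5% of the carrier-only control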;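 note: 100% = DMSO carrier and 0% = 500 nM PU-H71 HSP90 inhibitor; lower value means stronger loss of Her2 protein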
ROCK2 inh: ROCK2 (human) kinase inhibition | O75116 | purified ROCK2, Kinase-Glo ATP depletion luminescence | inhibition, % at 6 µM | 60,000 tested, 0.35% active | AID 604;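 active = inhibition above the screen-wide mean inhibition plus 3 SD, cut at about 18% in these data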;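 note: plate controls were DMSO wells for no effect and Y-27632 control wells after no-enzyme background subtraction for full effect; many of its hits are not listed in these tables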
Target sequence (O75116 whole entry, looked up): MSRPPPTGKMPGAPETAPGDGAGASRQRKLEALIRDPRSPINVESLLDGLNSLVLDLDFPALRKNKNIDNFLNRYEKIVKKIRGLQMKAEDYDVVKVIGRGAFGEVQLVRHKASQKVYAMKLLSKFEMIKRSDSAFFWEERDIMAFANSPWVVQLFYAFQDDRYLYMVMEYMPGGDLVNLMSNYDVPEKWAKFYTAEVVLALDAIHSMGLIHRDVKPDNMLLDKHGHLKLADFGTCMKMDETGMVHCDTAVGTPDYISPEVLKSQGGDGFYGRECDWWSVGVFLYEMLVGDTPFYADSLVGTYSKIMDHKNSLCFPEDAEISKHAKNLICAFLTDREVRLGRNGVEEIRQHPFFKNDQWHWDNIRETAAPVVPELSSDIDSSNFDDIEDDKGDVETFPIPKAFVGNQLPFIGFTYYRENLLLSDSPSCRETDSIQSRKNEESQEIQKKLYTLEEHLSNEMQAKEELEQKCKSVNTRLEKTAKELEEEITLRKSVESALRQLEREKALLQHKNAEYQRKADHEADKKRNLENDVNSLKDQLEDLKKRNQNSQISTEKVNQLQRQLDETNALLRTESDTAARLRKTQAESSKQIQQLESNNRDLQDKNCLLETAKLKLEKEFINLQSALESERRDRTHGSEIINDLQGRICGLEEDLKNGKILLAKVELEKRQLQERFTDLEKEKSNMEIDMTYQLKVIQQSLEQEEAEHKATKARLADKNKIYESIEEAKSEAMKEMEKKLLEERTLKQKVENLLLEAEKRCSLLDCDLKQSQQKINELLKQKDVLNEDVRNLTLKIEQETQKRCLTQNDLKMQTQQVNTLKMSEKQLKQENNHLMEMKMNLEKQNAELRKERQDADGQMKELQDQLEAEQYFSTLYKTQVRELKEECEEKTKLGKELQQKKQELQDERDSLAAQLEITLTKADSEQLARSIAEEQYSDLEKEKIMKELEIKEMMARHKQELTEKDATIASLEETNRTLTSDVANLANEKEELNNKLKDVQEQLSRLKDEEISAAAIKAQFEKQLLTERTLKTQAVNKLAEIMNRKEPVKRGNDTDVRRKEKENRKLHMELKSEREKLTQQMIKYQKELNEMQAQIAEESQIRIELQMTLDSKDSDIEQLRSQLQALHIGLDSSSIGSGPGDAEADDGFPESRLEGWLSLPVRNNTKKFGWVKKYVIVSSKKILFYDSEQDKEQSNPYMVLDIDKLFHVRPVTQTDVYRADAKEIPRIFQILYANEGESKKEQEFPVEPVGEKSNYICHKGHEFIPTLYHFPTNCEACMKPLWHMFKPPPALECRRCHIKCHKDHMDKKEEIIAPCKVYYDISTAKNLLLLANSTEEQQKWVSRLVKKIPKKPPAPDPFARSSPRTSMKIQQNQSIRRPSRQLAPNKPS
Starred values were filed as active, the others as inactive; . = no result given; & = joins results of further samples. This is a subset; rates above refer to the full screens.

SMILES	Autofluor 339	PKA kinase inh	JNK3 inh	Abs 340nm	DUSP1 inh	Cdc25B inh	Hsp90 block	Her2 expr inh	ROCK2 inh
CC(Oc1ccc(Br)cc1)C(=O)N1CCc2ccccc21 (stereo not drawn)	1.03	3.1	0.8	1	-3.4	-15.9	-6.9	70.5	4.6
O=C(CNCC1CCCO1)Nc1ccccc1N1CCOCC1 (stereo not drawn)	1.05	14.8	1.5	0.99	-13.9	-9.7	-1.4	113.1	4.9
Cc1ccc2c(c1)NC(=O)C(CC(=O)NCCCN1CCN(c3cc(Cl)ccc3C)CC1)O2 (stereo not drawn)	1.06	-6.6	1.3	1	-9.1	-4.6	-6.1	66.7	1.1
COc1ccccc1NC(=O)C1C2CCCCC21 (stereo not drawn)	1.08	14.7	-0.7	1.02	21.3	7.6	-0.4	112.9	3.5
CNC(=O)C1CC(=O)N(c2ccc(C)cc2)C1 (stereo not drawn)	1.07	7.4	3.6	1.04	8.0	-3.2	-1.5	55.4	4.9
CC1(C)NC(=O)N(c2ccccc2Cl)C1(C)NO (stereo not drawn)	1.08	-5.7	-4.3	1.03	2.5	0.3	-1.8	91.0	-0.8
Cc1ccc(C(=O)Nc2c(C(=O)NCc3ccco3)cnn2-c2ccccc2)cc1	1.06	1.3	1.4	1.01	-8.4	-0.4	-1.6	85.7	-1.4
COCCN1C(=O)c2ccccc2C(C(=O)NCc2ccco2)C1c1c[nH]c2ccccc12 (stereo not drawn)	1.16	-0.2	1.4	1	10.3	-8.7	-5.7	85.5	3.9
COc1ccc(-n2nc3c(c2NC(=O)c2cc(Br)ccc2Cl)CS(=O)C3)cc1 (stereo not drawn)	1.06	0.4	1.0	1.04	-2.5	-8.0	-1.0	98.0	1.1
CC(C)(C)c1cc(NC(=O)COC(=O)C2CC2)n(-c2ccccc2)n1	1.06	8.2	9.1	1.01	2.4	-7.7	-0.8	121.4	4.8
CC(=O)Nc1ccc(-c2nc3c(C)cccc3[nH]2)cc1	2.13*	2.6	3.7	1.07	-4.5	-5.4	-7.5	97.7	-4.8
O=c1cc(N2CCN(c3ccccc3)CC2)[nH]c(=O)n1Cc1ccc(F)cc1	1.13	3.3	-4.0	1	5.7	-1.3	-0.8	94.9	-2.0
CCOC(=O)Cc1csc(NC(=O)CSc2nnc(-c3ccc(OC)cc3)n2C)n1	1.06	4.8	1.5	0.99	19.5	9.8	-4.6	99.1	4.2
Cc1nnc(SC(C)C(=O)Nc2ccc(Cl)cn2)n1Cc1ccccc1 (stereo not drawn)	1.09	-1.3	1.0	1.03	21.0	0.1	1.2	96.4	-7.4
c1ccc2c(c1)[nH]c1nc(SCCN3CCOCC3)nnc12	1.06	8.0	4.0	1.07	-7.2	-9.3	-5.3	85.7	7.9
O=C1C2ON(c3ccccc3)C(c3ccccc3F)C2C(=O)N1c1ccccc1 (stereo not drawn)	1	10.0	5.6	1.02	-7.3	0.1	-5.5	56.1	9.1
O=C(NCCc1ccccn1)C1CCCN(S(=O)(=O)Cc2ccccc2)C1 (stereo not drawn)	1.13	-8.2	.	1.03	15.0	3.2	-4.2	124.5	.
CCOC(=O)Cc1nnc(NC(=O)CSc2ccccc2)s1	1.1	9.2	-0.4	1.02	-8.5	-11.3	-3.0	119.1	6.1
Cc1cc(C)n(-c2cc(C)c(C)cc2Br)n1	1.13	6.9	-0.3	1.01	0.7	-11.6	-1.6	60.0	3.6
O=C(CC(C(=O)O)C1CCCO1)NCc1ccccc1 (stereo not drawn)	1.13	5.5	-0.2	1.03	-0.5	-10.5	0.2	98.7	3.9
COc1ccc(N2CCN(C3CC(=O)NC3=O)CC2)cc1 (stereo not drawn)	1.05	0.2	-6.1	1	-15.9	-16.5	0.4	118.0	3.6
O=C(CN1C(=O)C2C3C=CC(C3)C2C1=O)NCCc1ccccc1Cl (stereo not drawn)	1.05	8.3	-1.5	0.96	-7.4	-3.5	-5.2	125.6	4.3
CCOC(=O)c1oc2ccccc2c1CN1CCN(c2ccccc2)CC1	1.04	3.5	-0.6	0.94	-39.2	-17.4	1.5	100.9	5.5
CS(=O)(=O)N(CC(=O)O)c1cc(Cl)cc(Cl)c1	1.11	8.0	6.2	1.04	-26.6	-6.6	-2.3	80.0	16.6
COC(=O)n1c(=O)oc2ccccc21	1.13	5.9	-2.1	1.03	-32.7	-2.4	0.7	84.6	2.4
Remaining list, next part
SMILES	Autofluor 339	PKA kinase inh	JNK3 inh	Abs 340nm	DUSP1 inh	Cdc25B inh	Hsp90 block	Her2 expr inh	ROCK2 inh
C=C(Br)Cn1c(CC(C)C)nc2ccccc21	1.1	-6.1	-6.0	1.06	-0.2	-4.1	0.7	49.5	0.1
CCCCOC(=O)c1cccc(NC(=O)CCC(=O)O)c1	1.1	3.9	0.8	1.02	5.3	-5.9	-2.8	103.0	2.6
CN1/C(=C\C(=O)COC(=O)Cn2nnc(-c3ccccc3)n2)C(C)(C)c2ccccc21	1.33	5.9	-1.7	1.09	2.1	-13.3	-52.6	90.1	4.4
N#Cc1nc(-c2ccc(F)cc2)oc1N1CCCC1	2.35*	2.6	2.6	1.05	4.8	28.9	-1.8	137.6	2.0
CCOc1ccc2c(c1)c1nnc(SCC(=O)N3CCCCC3C)nc1n2C (stereo not drawn)	0.97	12.9	-2.8	1.09	31.3	-13.9	-3.0	91.6	0.1
COc1ccccc1C(=O)N1CCC(C(=O)c2ccc(F)cc2)CC1	1.07	8.8	-5.4	1.01	0.9	-0.1	1.0	64.8	4.7
O=c1cnn(-c2ccccc2)c(-c2ccccc2)c1	1.08	5.9	.	1.01	-0.1	7.0	.	92.7	.
CN(C)C(C(=O)NC1CCCCC1)c1ccc(Cl)cc1 (stereo not drawn)	1.12	-1.6	.	1.1	11.9	-22.6	.	275.1	.
Cn1c(C(=O)O)c(CC(=O)NCc2cccnc2)c2ccccc21	1.06	2.3	-0.1	0.99	-17.2	-9.8	0.7	89.7	3.3
Cc1cc(C)n(CC(O)COCc2ccco2)n1 (stereo not drawn)	1.07	0.9	-1.9	1.04	36.9	3.4	-1.9	107.1	1.1
CCCCCOC(=O)NCC(O)c1ccccc1 (stereo not drawn)	1.06	-1.9	-3.5	1.03	6.8	-8.2	-1.5	59.2	2.5
COc1ccc(C(C)=O)cc1COC(=O)c1ccc(OCc2c(C)noc2C)cc1	1.1	0.5	3.5	1.02	12.9	-4.9	-2.7	72.2	2.4
O=C(Cn1nc(C(F)F)cc1C1CC1)NCCC1=CCCCC1	0.78	-2.2	-5.0	1.02	6.2	-15.3	-5.8	120.4	-7.5
O=C(Nc1cccnc1)Nc1ccccn1	1.01	10.1	12.7	0.97	-4.7	-12.1	-2.4	96.1	3.7
Cc1ccc(NC(=O)CCNS(=O)(=O)c2ccc3c(c2)oc(=O)n3C)cc1C	1.16	9.8	-1.0	0.99	-1.5	-5.6	-1.2	74.5	5.5
Cc1ccc(S(=O)(=O)N2CCCCC2)cc1C(=O)Nc1ncn[nH]1	1.08	12.8	1.3	1.01	7.3	-5.3	-5.2	103.5	6.2
COc1ccc(OC)c(NC(=O)c2cc3sccc3n2C)c1	1.27	1.7	5.5	1.04	6.8	-7.6	-3.6	73.6	-1.1
COC(=O)c1cn(NC(=O)c2cnccn2)c(=O)c2ccccc12	1.07	10.3	.	1.08	11.3	-11.1	.	79.2	.
O=c1oc2ccccc2n1Cc1ccccc1Cl	1.1	-5.9	-3.7	1.02	-6.1	1.5	-0.8	107.9	4.5
Cc1cc(C)n(C(=O)c2cccc(S(=O)(=O)N3CCCC3)c2)n1	1.11	4.3	1.8	1.04	4.3	-18.5	-1.4	.	-0.8
O=C(CCS(=O)CCC(=O)NCc1ccccc1)NCc1ccccc1	0.89	12.6	4.7	1.03	9.4	-3.5	-5.8	97.1	5.7
CCCn1c(SCC(=O)Nc2ccccc2C(=O)OCC)nc2c1c(=O)n(C)c(=O)n2C	1.03	3.9	1.3	0.98	-6.4	2.6	-5.2	104.6	4.9
CC(=O)N1CC=C2C(C#N)=C(N)C(C#N)(C#N)[C@H](c3ccoc3)[C@H]2C1	1.25	4.8	9.1	1.07	-24.7	-5.7	-3.5	86.2	5.1
CCN(CC)CCOC(=O)C1(C2CCCCC2)CCCCC1	0.99	1.7	2.6	0.98	-27.1	-14.6	-2.6&-2.6	105.1	1.9
CCN(CCC(=O)Nc1cc(OC)cc(OC)c1)Cc1ccccc1	1.14	-6.4	-0.5	1.02	18.4	-4.7	-6.5	87.7	1.0
Continuation.
SMILES	Autofluor 339	PKA kinase inh	JNK3 inh	Abs 340nm	DUSP1 inh	Cdc25B inh	Hsp90 block	Her2 expr inh	ROCK2 inh
Cn1c(COc2ccc3ccccc3c2)nnc1SCC(=O)O	1.04	11.1	-3.4	0.98	-0.4	-0.9	-0.6	101.2	5.0
COCCn1c(C)cc(C(=O)COC(=O)c2c(C)nn(Cc3ccccc3)c2C)c1C	1.04	1.1	.	1.03	5.3	-22.8	.	159.3	.
O=C1CC(c2ccccc2)n2nc(NC(=O)c3cccs3)nc2N1 (stereo not drawn)	1.15	4.1	-9.2	0.99	-19.2	2.8	0.7	84.5	-2.9
Nc1nc(CN2CCN(Cc3ccccc3)CC2)nc(Nc2ccc3c(c2)OCCO3)n1	1.03	-3.7	-2.5	1.01	28.4	4.0	-3.2	102.1	2.2
CC(C)c1ccc(OCC(O)Cn2cnc3ccccc32)cc1 (stereo not drawn)	1.08	4.0	0.9	1.03	7.9	-7.9	-3.1	83.1	1.3
CCCc1cc(=O)[nH]c(SCC(=O)N2CCC(C(=O)OCC)CC2)n1	1.13	-3.1	.	1.04	15.0	8.1	1.5	79.6	.
COc1ccc(C(=O)/C=C(\N)C(F)(F)F)c(O)c1	1.01	-4.6	0.6	1.12	6.1	-2.3	-1.9	98.5	-1.1
O=C(C1CCC(=O)N1Cc1ccccc1Cl)N1CCN(c2ccc(F)cc2)CC1 (stereo not drawn)	1.05	-1.5	5.6	0.98	2.1	4.7	-1.2	99.6	1.6
Cc1cc(C)c(C#N)c(SCC(=O)Nc2nnc(-c3ccccc3)s2)n1	2.12*	16.2	2.6	1.08	4.3	-5.1	0.5	107.5	10.7
Cc1cccc(NC(=O)COc2ccccc2C)n1	1.12	-0.1	0.9	1.07	7.8	-1.2	-0.7	72.1	-2.0
CCCn1c(=O)c(C(=O)Nc2ccccc2C(=O)OC)c(O)c2ccccc21	1.18	2.6	-7.3	1.09	1.1	11.7	-0.6	100.8	-2.7
COc1ccc(CC(=O)N2CC3(C)CC2CC(C)(C)C3)cc1OC (stereo not drawn)	1.07	-2.5	-7.0	1.03	8.2	-8.9	-5.1	92.5	-6.6
COc1ccc(CCNc2oc(COc3ccc(Br)cc3)nc2C#N)cc1OC	1.1	.	.	1.04	11.2	-15.7	.	103.6	.
Cc1ccc(N2CC(C(=O)Nc3ccc4c(c3)OCCO4)CC2=O)cc1 (stereo not drawn)	1.11	2.5	-3.1	1.03	13.2	8.2	0.0	105.5	-2.5
O=S(=O)(NCC(c1cccnc1)N1CCN(c2ccc(F)cc2)CC1)c1ccc(F)cc1 (stereo not drawn)	1.1	1.1	-1.4	1.07	10.8	-3.5	-1.1	108.3	-6.8
O=C(Cn1nc(Cl)nc1Cl)Nc1ccccc1	1.08	10.6	-0.4	0.99	-4.3	-16.5	-3.9	142.4	3.6
c1ccc(Cn2c(Sc3nnnn3-c3ccccc3)nnc2-c2ccccc2)cc1	1.1	2.4	4.5	1.06	-0.2	1.5	0.1	36.9	6.1

Sorted by value in Abs 340nm (low to high): 3 of the compounds above
Compound,Autofluor 339,PKA kinase inh,JNK3 inh,Abs 340nm,DUSP1 inh,Cdc25B inh,Her2 expr inh,ROCK2 inh
Cc1ccc(C(=O)Nc2c(C(=O)NCc3ccco3)cnn2-c2ccccc2)cc1,1.06,1.3,1.4,1.01,-8.4,-0.4,85.7,-1.4
COc1ccccc1NC(=O)C1C2CCCCC21 (stereo not drawn),1.08,14.7,-0.7,1.02,21.3,7.6,112.9,3.5
CCOc1ccc2c(c1)c1nnc(SCC(=O)N3CCCCC3C)nc1n2C (stereo not drawn),0.97,12.9,-2.8,1.09,31.3,-13.9,91.6,0.1
